Bcl-xL primary – Bcl-xL (human) inhibition; GST-Bcl-xL / FITC-Bim BH3 peptide fluorescence polarization; inhibition, % at 10.9 µM; hit rate 0.7% among 320,000; AID 2129;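 active = inhibition above the mean of all tested compounds plus 3 SD, cutoff set per campaign, cut at about 30% in these data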;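 note: 0% = DMSO wells and 100% = unlabeled Bim-BH3 peptide competitor; inhibitors lower millipolarization by displacing the labeled peptide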
Target sequence (Q07817 whole entry, looked up): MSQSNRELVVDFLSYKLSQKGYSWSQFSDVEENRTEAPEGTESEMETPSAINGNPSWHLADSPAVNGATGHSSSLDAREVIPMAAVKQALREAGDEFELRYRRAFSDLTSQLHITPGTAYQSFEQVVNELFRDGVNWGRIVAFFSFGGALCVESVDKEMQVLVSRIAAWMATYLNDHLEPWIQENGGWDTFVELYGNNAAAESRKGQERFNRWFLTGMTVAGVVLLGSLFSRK
AGP1-GFP MLPCN – modulators of TOR pathway AGP1-GFP in S. cerevisiae | S. cerevisiae AGP1-GFP multiplex flow cytometry, 3 h; GFP as percent of DMSO wells | GFP response vs DMSO, % at 10 µM | hit rate 0.02% among 320,000;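 active = GFP response relative to DMSO above a set limit, near screen average plus 3 SD, cut at about 150% in these data; inconclusive = fewer than 70 cells counted for the yeast strain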;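 note: median GFP channel fluorescence of the gated AGP1 strain per well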
CIT2 TOR yeast – yeast TOR pathway CIT2-GFP modulation | S. cerevisiae CIT2-GFP strain, flow cytometry, 3 h; 100 means same as DMSO wells | hit rate 0.065% among 320,000 | GFP response vs DMSO, % at 10 µM;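 active = GFP response relative to DMSO above a set limit, near the screen mean plus 3 SD, cut at about 150% in these data; inconclusive = Fewer than 70 cells measured for a yeast strain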;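 note: ratio of well median GFP fluorescence to mean of DMSO wells on the plate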
GRK2 aptamer HTS – blocks RNA aptamer binding to human GRK2; P25098; bead flow cytometry, FAM-aptamer displacement from GRK2; inhibition of aptamer binding, % at 10 µM; hit rate 0.59% among 330,000;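 active = inhibition of aptamer binding above 40%, roughly 3 SD of noise, on plates passing a quality check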;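 note: median bead fluorescence of bound FAM aptamer so fluorescent compounds give negative values; no value below 0 was filed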
Fam108B counter – Fam108B inhibition, counter-screen for RBBP9 inhibitors. inhibition, % at 9.51 µM. AID 1947. hit rate 0.33% among 300,000. recombinant Fam108B, FP-Rh probe fluorescence polarization;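 active = inhibition above the screen mean inhibition plus 3 SD, computed separately per campaign, cut at about 18% in these data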;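 note: inhibitors lower polarization as less probe binds the enzyme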
MEX-5 binding – C. elegans MEX-5 TCR-2 RNA binding activity | AID 1832 | activity score (negative = inhibition of binding), % at 10 µM | MEX-5/FITC-TCR2 RNA binding, fluorescence polarization; hits give low values | hit rate 0.38% among 300,000;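 active = inhibition past about -25% in most replicates, and total fluorescence under double the plate's negative control median, limit read from the data; inconclusive = replicates evenly split on the limit, or fluorescence at least double controls; inactive = too little inhibition in most replicates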;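 note: 0% = DMSO and -100% = 5 µM competing unlabeled TCR2 RNA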
Target sequence (Q9XUB2 whole entry, looked up): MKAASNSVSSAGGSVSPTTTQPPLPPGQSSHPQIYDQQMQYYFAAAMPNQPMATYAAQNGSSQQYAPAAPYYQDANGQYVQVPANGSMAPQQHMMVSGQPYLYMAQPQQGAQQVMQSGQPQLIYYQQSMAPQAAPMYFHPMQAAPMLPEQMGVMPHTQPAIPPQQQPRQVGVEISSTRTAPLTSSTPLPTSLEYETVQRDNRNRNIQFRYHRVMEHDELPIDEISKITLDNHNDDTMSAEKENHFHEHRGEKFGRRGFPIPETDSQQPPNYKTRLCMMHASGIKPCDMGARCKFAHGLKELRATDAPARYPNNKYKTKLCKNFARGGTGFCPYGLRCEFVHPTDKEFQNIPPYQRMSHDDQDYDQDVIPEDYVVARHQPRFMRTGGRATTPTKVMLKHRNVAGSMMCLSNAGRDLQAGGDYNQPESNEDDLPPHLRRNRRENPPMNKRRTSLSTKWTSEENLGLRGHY
VLA-4 inh – inhibition in a human VLA-4 binding assay; P13612; VLA-4 expressing cells, ligand binding flow cytometry; inhibition, % (about 7 µM as worked out from the volumes in the protocol); hit rate 0.2% among 330,000; in the data active = inhibition above about 50%
GLD-1 TGE inh – GLD-1-TGE RNA interaction inhibition (C. elegans); Q17339; purified GLD-1 + fluorescein TGE RNA, fluorescence polarization; inhibition, % at 5.96 µM; hit rate 0.44% among 320,000;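 active = percent inhibition above a per-plate cutoff, the plate mean of test compounds plus 3 SD, cut at about 30% in these data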;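 note: 0% = DMSO wells with GLD-1 and probe and 100% = wells lacking GLD-1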
MCL1-BIM inh – disrupts human MCL1 binding to BIM-BH3 peptide. Q07820. hit rate 0.68% among 320,000. GST-MCL1 / FITC-Bim-BH3 fluorescence polarization. inhibition, % at 10.9 µM;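 active = inhibition above the mean inhibition of all tested compounds plus 3 SD, set per campaign, cut at about 40% in these data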;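 note: 0% = DMSO wells and 100% = unlabeled Bim-BH3 peptide control; higher means more loss of mP so more displacement of Bim peptide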
Target sequence (Q07820 whole entry, looked up): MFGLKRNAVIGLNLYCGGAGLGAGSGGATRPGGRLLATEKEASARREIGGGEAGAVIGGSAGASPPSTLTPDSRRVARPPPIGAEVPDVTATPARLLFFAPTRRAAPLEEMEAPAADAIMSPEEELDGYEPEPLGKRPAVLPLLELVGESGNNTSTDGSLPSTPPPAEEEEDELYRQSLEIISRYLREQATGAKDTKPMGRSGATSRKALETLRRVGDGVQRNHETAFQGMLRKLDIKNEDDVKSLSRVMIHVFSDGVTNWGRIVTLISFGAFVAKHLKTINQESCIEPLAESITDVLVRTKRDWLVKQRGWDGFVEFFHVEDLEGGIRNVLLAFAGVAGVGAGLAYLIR
An asterisk follows results filed as active; ? = inconclusive; / = not tested or not shown.

SMILES	CIT2 TOR yeast	Fam108B counter	AGP1-GFP MLPCN	MCL1-BIM inh	GLD-1 TGE inh	Bcl-xL primary	GRK2 aptamer HTS	VLA-4 inh	MEX-5 binding
COc1cc(NC(=O)C2CSC3(C)CCC(=O)N23)c(OC)cc1Cl (centres undefined)	103	-1	103	-9	3	-4	0	0	1.1
CCc1cccc(OCCOCCN2CCCC2)c1	89	3	100	10	0	10	0	4	-3.1
Cc1cccc(N=Nc2c(C)nn(-c3ccccc3)c2N)c1C	100	4	94	9	5	2	1	5	-0.2
O=C(NCc1ccccc1)C1CCC(CNS(=O)(=O)c2cccs2)CC1 (centres undefined)	99	-2	98	-1	-4	0	1	15	-3.9
N#CCC(=O)Nc1ccc(C(=O)N2CCN(c3ccccn3)CC2)cc1	102	0	102	0	2	1	3	41	0.4
Cc1ccc(NS(=O)(=O)c2c(C)[nH]c(C)c2C(=O)N2CCCCC2)cc1F	105	0	105	2	-1	7	0	14	1.8
CN1C(=O)C(CC(N)=O)N(NC(=O)c2ccc(Cl)cc2)C1=S (centres undefined)	103	0	111	-2	3	-6	1	13	-0.9
COc1ccccc1NC(=O)CSc1nc(=O)n2cc(C)ccc2n1	95	2	108	1	1	4	0	-8	0.9
C=CCNC(=S)Nc1cccc2[nH]ncc12	106	4	103	4	-4	2	1	0	-0.6
Cc1ccc(CN2CCN(CC(=O)N/N=C/c3ccccc3F)CC2)cc1	107	0	119	0	3	-11	0	0	1.7
Cc1cc(=O)c(C(=O)Nc2ccc(N3CCOCC3)cc2N2CCOCC2)nn1-c1ccccc1Cl	92	/	98	/	-10	/	0	0	/
Cc1nc2c(O)cccc2cc1CO	112	2	101	7	6	1	0	-7	-5.4
CCN(CC)C(=O)c1ncn(Cc2ccccc2)c1C(=O)N(CC)CC	90	/	99	-1	0	1	3	12	/
CC(C)(C)NC(=O)C(=O)NNC(=O)c1ccccc1	89	1	95	3	5	0	0	8	-7.9
O=C(c1cc2ccccc2o1)N1CCN(S(=O)(=O)c2ccc(Cl)s2)CC1	90	/	91	-16	1	-8	0	3	/
CC(=O)c1ccc(N2CCN(CN3C(=O)CC4(CCCC4)C3=O)CC2)c(F)c1	100	0	98	0	-3	3	0	3	-0.5
CNC(=S)N1CCC(n2cnc3ccccc32)CC1	109	-1	108	-6	8	-3	5	-4	-0.6
O=C(Cc1nnc(NC(=O)c2cccc([N+](=O)[O-])c2)s1)NCc1ccccc1	102	0	100	-2	-5	-1	2	-19	1.2
Cc1nc(NC(=O)CN2CCC(O)(c3ccc(F)cc3)CC2)sc1C	111	-1	111	7	0	3	3	-1	-0.7
O=c1cc(-c2ccccc2Cl)oc2c([N+](=O)[O-])c(O)cc(O)c12	107	5	96	17	-3	12	0	-14	-1.4
Cc1noc(NS(=O)(=O)c2ccc(NC(=O)c3cccc(S(=O)(=O)Nc4ccccc4F)c3)cc2)c1C	103	/	104	/	2	/	2	-13	/
O=C(N/N=C1\CC2CC=CC12)c1ccccc1Cl (centres undefined)	95	1	96	5	3	2	1	15	2.7
Cc1ccc(OCC(=O)N2CCc3ccccc3C2)c([N+](=O)[O-])n1	84	-8	92	-9	-2	-3	0	-22	-1.3
COc1ccc(CCC(=O)NCc2cnn(C)c2)cc1	100	-4	93	1	-6	-1	1	3	-2.5
CCCCn1c(N)c(N(CCC(C)C)C(=O)CCCc2nc3ccccc3s2)c(=O)[nH]c1=O	96	-1	103	-14	-2	-8	0	1	2.4
CCOc1ccc(-c2cnc(N)n2C)cc1	106	-1	107	0	6	4	0	19	0.4
CSc1ccc(Cl)c(C(=O)NCC(C)C)c1	97	-4	97	6	5	1	0	10	1.0
CCOc1ccc(C2/C(=C(\O)c3ccc4c(c3)OCCO4)C(=O)C(=O)N2CCN2CCOCC2)cc1OCC (centres undefined)	100	1	103	4	4	-2	0	34	-1.3
Nc1ccc(C(=O)c2ccc3c(c2)OCCO3)cc1N	112	6	112	-9	4	-7	29	-7	0.4
COc1ccc(C2(O)CCN(C(=O)c3ccc4c(c3)OCO4)CC2)cc1	92	0	93	4	9	2	0	8	1.9
C#CCOCCOCCOCCNc1nc(N2CCN(C(=O)[C@H](Cc3ccc(O)cc3)n3cc([C@@H](N)C(C)CC)nn3)CC2)nc(N2CCN(C(=O)[C@H](Cc3cc4ccccc4[nH]3)n3cc([C@@H](N)Cc4ccc(O)cc4)nn3)CC2)n1 (some centres undefined)	84	3	88	5	-9	4	0	-2	-1.1
CC(C)(C)NC(=O)NC(=O)CN1CCCCC1	94	-2	100	0	2	-4	1	9	-1.7
CCOC(=O)Cn1c(-c2cccnc2Cl)nc2cc(C)c(C)cc21	104	2	103	7	-5	6	0	6	-0.4
Cc1cc(C)n2nc(C(=O)OCC(=O)N(C)C3CCS(=O)(=O)C3)nc2n1 (centres undefined)	98	/	101	2	5	1	2	-8	/
Cn1c(Br)nc2c1c(=O)n(Cc1ccccc1)c(=O)n2C	101	4	102	4	-4	-1	0	5	2.4
O=C(COC(=O)c1ccc(F)c(S(=O)(=O)N2CCOCC2)c1)NC1CC1	112	/	118	-5	5	1	6	-8	/
COc1ccc(C2CC(c3ccc4ccccc4c3)=NN2C(=O)CSc2ncccn2)cc1 (centres undefined)	108	-11	106	-5	0	3	0	-3	3.1
CCN1C(=O)c2ccc(C(=O)NCc3ccc4c(c3)OCO4)cc2C1=O	96	1	104	3	2	4	0	-1	0.6
CCOC(=O)/C(C#N)=C\c1ccc(N2CCN(C/C=C/c3ccccc3)CC2)cc1	89	-13	88	-59	-25	-30	3	-11	?
CS(=O)(=O)Nc1cccc(C2=NN(C(=O)c3cccc(F)c3)C(c3cccs3)C2)c1 (centres undefined)	88	-2	88	-3	-5	14	0	5	-1.5
Cc1cc(NC(=O)CC(F)(F)F)n(-c2ccccc2)n1	104	-5	109	14	3	6	5	6	1.1
Cc1ccc(/C(O)=C2/C(=O)C(=O)N(c3ccccn3)C2c2ccc(F)cc2)cc1 (centres undefined)	97	-2	97	11	10	0	2	-7	-0.1
CC(C)OC(=O)CSc1nnc(-c2cccnc2)n1Cc1ccccc1	109	3	108	9	5	6	1	3	-0.3
COc1cc(NS(=O)(=O)c2ccc(NC(=S)NC(=O)c3ccccc3)cc2)nc(OC)n1	99	0	99	10	5	13	3	-70	3.5
O=C(Nc1ccccc1)N1CCCN(c2ccc(C(F)(F)F)cc2[N+](=O)[O-])CC1	106	-3	114	-2	0	-3	0	-5	-0.6
Cc1n[nH]c(C)c1S(=O)(=O)N(CC(=O)N1CCc2ccccc21)c1ccc(C(C)C)cc1	100	-7	104	2	-2	1	0	32	-0.5
COc1cccc(-c2nnc(SCC(N)=O)n2-c2ccc(Cl)cc2)c1	105	-5	100	-3	2	-3	0	3	-2.5
Nc1nc2n(n1)C(c1cccs1)CC(c1ccccc1)N2 (centres undefined)	96	0	95	5	2	3	1	8	1.6
CCC(=O)N1c2ccccc2NC2=C(C(=O)CCC2)C1c1ccccc1 (centres undefined)	102	-5	106	6	-1	6	1	8	0.9
COc1ccc(CNC(=O)Cc2csc(NC(=O)Nc3ccccc3OC)n2)cc1	88	0	103	0	6	4	3	3	-2.3
O=C(N/N=C/c1ccco1)c1ccc(NC(=O)C2CC2)cc1	103	-3	102	13	3	1	3	-1	1.2
COc1ccc(-n2cnc3cc(NCc4cccs4)ccc32)cc1	83	8	93	16	13	2	0	7	-3.1
C=CCOc1ccc(C(c2c(C)n(C)n(-c3ccccc3)c2=O)c2c(C)n(C)n(-c3ccccc3)c2=O)cc1	100	3	91	5	-3	0	1	8	3.3
Cc1c(NC(=O)c2cccc(NC(=O)c3ccco3)c2)cccc1C(=O)O	102	-5	110	4	7	2	2	3	0.7
COc1ccc(N(C)S(=O)(=O)c2ccc3c(c2)NC(=O)CC(=O)N3)c(OC)c1	105	-1	105	1	6	-1	4	5	0.5
CCN(CC)C(=O)C1CC(=O)N(c2ccc(OC)cc2)C1c1ccc(OC)cc1 (centres undefined)	94	-1	94	8	-2	4	2	-5	1.8

The listing continues:
SMILES	CIT2 TOR yeast	Fam108B counter	AGP1-GFP MLPCN	MCL1-BIM inh	GLD-1 TGE inh	Bcl-xL primary	GRK2 aptamer HTS	VLA-4 inh	MEX-5 binding
Cc1nnc(SCC(=O)NNC(=O)c2ccccc2)n1N	96	/	101	7	4	-2	0	-5	/
O=C1c2ccccc2-n2c1nc1ccccc1c2=O	107	6	101	5	-8	10	2	5	0.7
O=C(COc1cccnc1[N+](=O)[O-])N1CCc2ccccc21	102	2	99	-2	2	6	0	25	0.7
Cc1cc(C)c2c(N)c(C(=O)Nc3ccc(F)cc3)sc2n1	82	1	94	-7	7	-1	3	-10	-2.7
CCOC(=O)N1CCC(NC(=O)c2cccc3c2C(=O)N(CCOC)C3)CC1	90	2	94	1	1	0	3	7	-0.5
COc1cc2c(cc1OC)C(C1C(=O)CC(C)CC1=O)N(C(=O)CCl)CC2 (centres undefined)	99	0	100	25	5	12	0	2	-2.3
CC1CCCCC1NC(=O)C1CCC(CNS(=O)(=O)c2ccccc2)CC1 (centres undefined)	102	0	99	7	2	-1	0	6	-1.5
Cn1nnc2cc(C(=O)Nc3cccnc3)ccc21	96	5	96	-5	-10	0	1	0	-1.3
CCOC(=O)C1=C(N)OC2=C(C(=O)CC(C)(C)C2)C1c1ccco1 (centres undefined)	94	-6	101	4	5	3	5	6	0.7
Cc1ccc2[nH]c(=O)c(COC(=O)C3CCCCC3)cc2c1	111	-4	100	-26	-4	-9	0	5	-0.5
O=C(CSc1nc2ncc(Cl)cc2[nH]1)NC1CCS(=O)(=O)C1 (centres undefined)	90	3	114	-8	10	3	0	4	0.3
CC(=O)Nc1ccc(S(=O)(=O)N2CCN(Cc3ccccn3)CC2)cc1	86	-9	86	7	-5	5	4	-9	0.1
CCN1C(=O)[C@H]2[C@@H](c3ccc(-c4ccccc4)cc3)N3CCC[C@@]3(C(=O)OC)[C@H]2C1=O	/	-7	/	-11	-4	-8	/	/	-2.8
C/C(=N\O)C1(C)N(O)C(C)(C)C(c2ccco2)=[N+]1[O-] (centres undefined)	99	-5	97	-14	1	1	0	2	-1.7
Nn1c(SCC(=O)Nc2ccc3c(c2)OCCO3)nncc1=O	96	3	103	12	-3	2	5	11	-2.4
COc1ccc(Oc2ccc(/C=N/NC(=O)c3cccnc3)cc2[N+](=O)[O-])cc1	87	-3	90	-5	1	-1	0	4	-1.4
CCOC(=O)N1CCN(C(=O)c2cc3cc(Cl)ccc3[nH]2)CC1	97	/	88	/	/	/	0	-9	-1.9
CC1(C)CC(=O)C(C(=O)c2ccccc2)C(=O)C1Cl (centres undefined)	93	0	96	-9	-4	2	3	0	0.5
Cc1cc(C)nc(Sc2ccc3nnnn3n2)n1	100	-2	96	0	3	2	0	14	-4.0
Nc1nnc(SCC(=O)Nc2ccccc2N2CCOCC2)s1	88	1	101	5	-1	-1	6	9	3.3
